GAA spleen mod: inhibitors or activators of human alpha-glucosidase in spleen homogenate; human spleen homogenate, 4-MU-alpha-glucoside fluorescence; Potency, µM (top dose mostly 79.9 µM), inactives show top-dose activity change, negative = inhibition, actives largely listed as inhibitors; 240,000 compounds, 0.006% hits; AID 2112;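 note: 0% = enzyme with vehicle and -100% = no enzyme basal signal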
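Human spleen homogenate (1 ug) incubated with compounds and 1 mM 4-methylumbelliferyl-alpha-D-glucopyranoside in pH 5.0 citrate/phosphate buffer, 37 C, 40 min. Stopped at pH 10; 4-MU fluorescence (Ex 365/Em 440 nm); AC50 by Hill fit.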
GAA glycogen: inhibitors or activators of human alpha-glucosidase glycogen cleavage; Potency, µM (series often up to 76.4 µM), for the others: at the highest dose activity change, negative = inhibition, hits mostly inhibitors; recombinant GAA, glycogen substrate, Amplex Red glucose oxidase fluorescence; AID 2100; 300,000 compounds, 0.38% hits; P10253;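 note: 0% = full enzyme reaction and -100% = no-enzyme basal signal; the screen sought inhibitors and activators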
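qHTS, 1536-well; enzyme 4 nM final; cpd up to 77 uM; substrate bovine liver glycogen 30 ug; 50 mM citrate/phosphate pH 5.0, 0.01% Tween-20; 37 C, 40 min; Amplex Red detection 45 min RT; Hill fit → AC50.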
GAA inh: inhibitors of human lysosomal alpha-glucosidase. P10253. AID 1466. 200,000 compounds, 0.005% hits. Potency, µM (top dose mostly 76.9 µM), for the others: at the top dose activity change, negative = inhibition, usual class: inhibitors. purified human GAA, 4-MU-alpha-glucoside fluorescence;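 note: plate controls were uninhibited enzyme wells for no effect and no-enzyme background for full effect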
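Endpoint fluorogenic read: 20 min room-temperature reaction of 4 nM human alpha-glucosidase with 400 uM 4-methylumbelliferyl-alpha-D-pyranoside, pH 5.0, quenched with 1M NaOH/1M glycine pH 10. AC50 from Hill modeling.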
IMPase Li inh: cell-permeable IMPase inhibitors with lithium potentiation; CHO-M1 cells, IP1 TR-FRET (IP-One), carbachol + lithium; Potency, µM (top dose mostly 59.4 µM), without a hit: at the highest dose activity, negative = IMPase inhibition, usual class: inhibitors; 210,000 compounds, 0.35% hits; AID 1457;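 note: IP1 builds up when IMPase is blocked and the TR-FRET signal falls; plate controls were basal vehicle for no effect and high inhibitor control for full effect; nearly all actives have a fitted effect of over 50% in size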
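Readout is a homogeneous TR-FRET IP1 immunoassay (Ex 320, Em 665 and 620), where raised cytosolic IP1 lowers signal. Cells were CHO-M1 treated 30 min at 37C with test compounds plus a little lithium; AC50 values came from Hill-equation fitting.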
GoLoco inh red: RGS12 GoLoco-Gai1 interaction inhibition | P63096 | Gai1:RGS12 GoLoco peptide FP, rhodamine, 10 min | Potency, µM (titrated, usually from 61.6 µM), for the others: at the highest dose activity, negative = inhibition, actives largely listed as inhibitors | 230,000 compounds, 0.44% hits; active = well fitted inhibition curve with a large enough effect, not every such curve was filed as active; inactive = no such curve, though single readings can be large or run the other way; note: % is set by controls: 0 for no effect and ±100 for the full control effect; nearly all actives have a fitted effect of over 30% in size; many of its hits are not listed in these tables
Target sequence (P63096 whole entry, looked up): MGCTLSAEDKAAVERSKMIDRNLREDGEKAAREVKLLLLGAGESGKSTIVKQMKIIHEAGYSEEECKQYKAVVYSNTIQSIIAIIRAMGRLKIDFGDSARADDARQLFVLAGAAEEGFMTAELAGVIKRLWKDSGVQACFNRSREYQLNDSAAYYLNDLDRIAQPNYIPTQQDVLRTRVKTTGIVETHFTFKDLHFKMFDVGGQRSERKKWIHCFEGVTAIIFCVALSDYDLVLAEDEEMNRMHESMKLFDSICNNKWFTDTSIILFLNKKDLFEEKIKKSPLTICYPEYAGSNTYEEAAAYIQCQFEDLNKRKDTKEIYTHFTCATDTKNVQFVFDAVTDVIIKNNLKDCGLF
HTT ATP protect: cytoprotection in Huntington HTT-Q103 PC12 cell model; PC12 HTT-Q103 induced, cytoprotection, ATP luminescence, 40 h; Potency, µM (series often up to 56.4 µM), for inactives: cytoprotection (ATP increase), hits mostly activators; 230,000 compounds, 0.14% hits; AID 1471;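 note: % of control where 0% means no effect; nearly all actives have a fitted effect of over 45% in size; toxic huntingtin expression switched on by the ecdysone agonist tebufenozide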
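Readout: ATPlite luminescence (ATP level). Model: stable PC12, inducible Htt exon1 Q103-GFP. Inducer: tebufenozide, 100 nM final. Compounds: dose series. No G418 in medium.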
HTT aggregate: mutant huntingtin aggregation inhibition; PC12 HttQ103-GFP aggregates, Acumen cytometry, 40 h; Potency, µM (titrated, usually from 46.1 µM), for inactives: at the top dose activity change, negative = inhibition, hits mostly inhibitors; 220,000 compounds, 1.1% hits; note: % is set by controls: 0 for no effect and ±100 for the full control effect; nearly all actives have a fitted effect of over 60% in size
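Compounds (qHTS titration) were added to PC12 cells expressing an ecdysone-driven HTT exon 1 Q103–GFP fusion after induction with 100 nM tebufenozide. Aggregate formation was measured as GFP objects in cell lysates.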
Active calls of the source: *; ? = inconclusive; . = no result given; [ ] = remark or other dose. Unless noted, calls come from the whole dose curve; as a rule, active = well fitted curve in the direction sought with a large enough effect; inconclusive = small, poorly fitted or top-dose-only effect, or another doubt; inactive = no such curve, though single readings can be large; an effect the other way counts as inactive or inconclusive. Potency is the fitted concentration of half-maximal effect.

#	Molecule	GAA spleen mod	GAA glycogen	GAA inh	IMPase Li inh
1	Cc1cc(NC(=O)COC(=O)C(Nc2ccc(C(F)(F)F)cc2Cl)C(C)C)no1 (centres undefined)	-21%	-16%	?	41%[activator][38.3 µM]
2	COCCN1C(=O)N[C@@H](c2ccco2)C(C(=O)OC)=C1C	2%[17.4 µM]	.	.	2%
3	CC(/C=C1\SC(=S)N(CCCC(=O)Nc2ccc(C(=O)O)c(O)c2)C1=O)=C\c1ccccc1	-3%	-8%	-2%	18%
4	Cn1c(=O)oc2cc(S(=O)(=O)N3CCCC(C(=O)Nc4ccc5c(c4)OCCO5)C3)ccc21 (centres undefined)	-14%	-4%	-8%[15.4 µM]	2%[38.3 µM]
5	Cc1ccc(F)cc1NC(=O)C12CC3CC(C1)CC(n1cnc([N+](=O)[O-])n1)(C3)C2	-9%	7%	0%	-9%[38.3 µM]
6	Cc1nc(N)sc1C(=O)N/N=C/c1ccco1	-10%	2%	-7%[15.4 µM]	6%
7	CC(C)OC(=O)c1cccc(NC(=O)CSc2nnc(N)s2)c1	5%	3%	3%	-5%
8	CCCn1cc(NC(=O)c2cc(-c3ccccc3)on2)cn1	2%	6%	0%	28%[38.3 µM]
9	O=C(NC1CCCCC1)N1CCN(c2nc(-c3ccccc3)cs2)CC1	-1%	-2%	9%	-4%
10	COC(c1ccccc1)c1c(-c2ccccc2)nn(C)c1Cl (centres undefined)	-2%	1%	4%	4%

#	GoLoco inh red	HTT ATP protect	HTT aggregate
1	-19%	2%[10 µM]	-8%
2	-1%[14.2 µM]	-11%[10 µM]	.
3	3%	-15%[10 µM]	-2%
4	12%	-32%	-4%
5	8%	-17%	1%
6	13%	5%[10 µM]	5%
7	-2%	8%	-34%
8	12%	-28%	9%
9	8%	-50%[inhibitor][10 µM]	-24%[9.22 µM]
10	-1%	-11%[10 µM]	-1%

The final 2 compounds of the part before open the next one:
#	Molecule	GAA spleen mod	GAA glycogen	GAA inh	IMPase Li inh
9	O=C(NC1CCCCC1)N1CCN(c2nc(-c3ccccc3)cs2)CC1	-1%	-2%	9%	-4%
10	COC(c1ccccc1)c1c(-c2ccccc2)nn(C)c1Cl (centres undefined)	-2%	1%	4%	4%
11	Cc1nc([N+](=O)[O-])cn1CC(=O)c1ccccc1	-19%	3%	.	.
12	COC(=O)C1C(O)CCC2CN3CCc4c([nH]c5ccccc45)C3CC21 (centres undefined)	3%	23%	.	.
13	CN(Cc1ccc2nsnc2c1)Cc1nc(Cc2cccc(F)c2)no1	-1%	5%	-5%	4%
14	Cc1cc(NC(=O)CN2C(=O)NC(Cc3ccccc3)C2=O)no1 (centres undefined)	-1%	-2%	-2%	-24%[38.3 µM]
15	O=C(COC(=O)c1ccc(O)cc1)NCc1ccc2c(c1)OCO2	4%	-1%	-5%	4%
16	CCC(CC)C(=O)OCC(=O)Nc1cccc(S(=O)(=O)N(C)c2ccccc2)c1	-2%	9%	-13%	0%
17	CC(=O)C1=C(O)C(=O)N(Cc2cccnc2)C1c1ccc(C(C)C)cc1 (centres undefined)	-2%	-9%	-6%	-17%
18	CN(Cc1ccccc1)C(=O)CN1C(=O)C2C3C=CC(C3)C2C1=O (centres undefined)	-1%	1%	-2%	7%
19	O=C(/C=C/Nc1ccccc1Br)c1ccccn1	-5%	-6%	-4%	-4%[38.3 µM]
20	Cc1ccc(S(=O)(=O)N(CC(=O)NN=C2CCN(C)CC2)c2ccc(C(C)C)cc2)cc1	-6%	-1%	-2%	7%

#	GoLoco inh red	HTT ATP protect	HTT aggregate
9	8%	-50%[inhibitor][10 µM]	-24%[9.22 µM]
10	-1%	-11%[10 µM]	-1%
11	-5%	24%[10 µM]	-14%[9.22 µM]
12	18%	-17%[10 µM]	-4%[9.22 µM]
13	0%	?	-23%
14	3%	-1%	-11%
15	14%	31%	8%
16	3%	4%[10 µM]	3%[9.22 µM]
17	6%	13%[10 µM]	-9%[9.22 µM]
18	-4%	42%[10 µM]	5%
19	12%	-109%[inhibitor]	-17%
20	8%	-28%	-18%

Following part.
#	Molecule	GAA spleen mod	GAA glycogen	GAA inh	IMPase Li inh
21	CC1CCCN(c2nc3c(c(=O)[nH]c(=O)n3C)n2CCSc2ncccn2)C1 (centres undefined)	0%	8%	.	-4%
22	O=C(CSc1nnc(-c2ccco2)o1)N1c2ccccc2CCc2ccccc21	1%	-4%	-9%	27%[38.3 µM]
23	CSCCC(NC(=O)C12CC3CC(CC(C3)C1)C2)C(=O)OCC(=O)c1ccccc1 (centres undefined)	-8%	19%	-2%	.
24	O=c1[nH]c(CSc2nnc(NCCCN3CCOCC3)s2)nc2cc(Cl)ccc12	-2%	1%	-3%	-7%[38.3 µM]
25	CC1=CC(C)C2C(=O)N(CCC[N+](C)(C)C)C(=O)C2C1 (centres undefined)	2%	-14%	-1%	.
26	N=c1sccn1CC(=O)Nc1ccc(Cl)cc1[N+](=O)[O-]	2%	3%	-4%	.
27	COC(=O)c1cn(-c2ccccc2)c(C)c1C(=O)OC	-3%	-9%	4%	-2%
28	COc1ccc(C)cc1C(=O)CCC(=O)Nc1ccccc1N1CCOCC1	-2%	-7%	-10%	16%[38.3 µM]
29	COc1ccc(CCNC(=O)c2ccc(-c3cccc([N+](=O)[O-])c3)o2)cc1OC	0%	7%	5%	14%
30	CCCC(=O)Nc1nn(C)c2nc3c(C)cccc3cc12	-1%	-8%	-5%	7%[38.3 µM]

#	GoLoco inh red	HTT ATP protect	HTT aggregate
21	8%	-6%	-2%[9.22 µM]
22	1%	7%	-29%
23	.	29%[10 µM]	9%
24	-3%	10%[10 µM]	12%
25	.	-13%[10 µM]	7%
26	-5%	27%[10 µM]	3%[9.22 µM]
27	6%	31%[10 µM]	3%
28	-14%	17%[10 µM]	13µM*
29	18%	-39%	17%[9.22 µM]
30	3%	18%[0.074 µM]	9%

The closing 3 records of the part above are carried over, then new ones follow:
#	Molecule	GAA spleen mod	GAA glycogen	GAA inh	IMPase Li inh
28	COc1ccc(C)cc1C(=O)CCC(=O)Nc1ccccc1N1CCOCC1	-2%	-7%	-10%	16%[38.3 µM]
29	COc1ccc(CCNC(=O)c2ccc(-c3cccc([N+](=O)[O-])c3)o2)cc1OC	0%	7%	5%	14%
30	CCCC(=O)Nc1nn(C)c2nc3c(C)cccc3cc12	-1%	-8%	-5%	7%[38.3 µM]
31	Cc1ccc(SCc2cc(=O)[nH]c(N3CCCCC3)n2)cc1	1%	-14%	-8%	.
32	Cc1ccccc1C(=O)NNC(=O)c1ccoc1C	-1%	5%	2%	-2%[38.3 µM]
33	C/C(Cn1nnc2ccccc21)=N\OC(=O)c1cc(F)c(F)cc1Cl	4%	21%	?	2%
34	CC(=O)OCC(=O)NCC(=O)c1c[nH]c2ccccc12	3%	-7%	4%	10%
35	COc1cc(/C=C/c2ccc3cccc(OC)c3n2)c(OC(C)=O)c([N+](=O)[O-])c1	-3%	6%	-4%	15%[38.3 µM]
36	COc1ccc(C=O)cc1COc1ccc([N+](=O)[O-])c(C)c1	-3%	3%	8%	6%
37	O=C(c1ccccc1)n1ccc2ccccc21	-8%	-5%	?	-14%[38.3 µM]
38	O=C(NC(C(=O)N/N=C/c1ccccc1)c1n[nH]c(=O)c2ccccc12)c1ccccc1 (centres undefined)	-13%	0%	4%	.
39	O=C(O)c1ccc(C(=O)O)c2c(C(=O)O)ccc(C(=O)O)c12	.	.	.	-14%
40	O=C(c1ccc2nc(-c3ccco3)c(-c3ccco3)nc2c1)N1CCN(c2ccccc2)CC1	-7%	-12%	?	27%[38.3 µM]

#	GoLoco inh red	HTT ATP protect	HTT aggregate
28	-14%	17%[10 µM]	13µM*
29	18%	-39%	17%[9.22 µM]
30	3%	18%[0.074 µM]	9%
31	.	-8%[0.074 µM]	-3%
32	-5%	24%	-7%
33	6%	.	.
34	8%	.	-8%
35	5%	-69%[inhibitor]	-1%
36	2%	-40%[inhibitor]	-31%
37	7%	5%	1%
38	.	3%	?
39	6%[14.2 µM]	-1%[10 µM]	.
40	7%	-5%[0.074 µM]	?

(list continues)
#	Molecule	GAA spleen mod	GAA glycogen	GAA inh	IMPase Li inh
41	Cc1cc2c(c(=O)o1)C(C(C)C)C(C#N)=C(N)O2 (centres undefined)	-1%	1%	-15%	-1%[38.3 µM]
42	Cc1ccc(-c2n[nH]c(=S)n2C)cc1Cl	1%	5%	8%	-5%
43	CCCCC(CC)Cn1c2nc3ccccc3nc2c2c(=N)oc(C)nc21 (centres undefined)	-8%	-8%	?	28%[38.3 µM]
44	O=C(CNC(=O)c1ccccc1F)OCc1csc(-c2ccccc2)n1	2%	-7%	-1%	-5%
45	CCn1nc(C(=O)NCCc2ccc(S(N)(=O)=O)cc2)c2ccccc2c1=O	-4%	8%	0%	-5%[38.3 µM]
46	c1ccc(Oc2nc(N3CCOCC3)nc(N3CCOCC3)n2)cc1	-4%	9%	1%	36%[38.3 µM]
47	Cc1cc(NC(=O)CSc2cn(CCNC(=O)c3ccc(F)cc3)c3ccccc23)no1	0%	-1%	?	6%[38.3 µM]
48	O=C(Nc1ccc(F)cc1)N1CCCC(c2nc3c(nnn3Cc3ccccc3Cl)c(=O)[nH]2)C1 (centres undefined)	11%	-5%	1%	2%
49	O=C(NCC(=O)N(Cc1ccccc1)C(C(=O)NC1CCCC1)c1cccnc1)c1ccco1 (centres undefined)	-2%	4%	-2%	4%
50	Oc1ccccc1OCc1nc2ccccc2s1	0%	-30%	-9%	34%[38.3 µM]
51	Cc1cc(Oc2nc3c(C)cccn3c(=O)c2/C=C(\C#N)S(=O)(=O)c2ccccc2)ccc1Cl	-4%	9%	8%	3%
52	CC(=O)N1CCN(C(=S)c2ccc(-c3ccc(Cl)cc3)o2)CC1	1%	-13%	-2%	.

#	GoLoco inh red	HTT ATP protect	HTT aggregate
41	9%	-1%[10 µM]	7%
42	38%[activator]	-24%	9%[9.22 µM]
43	70%[activator]	15%[10 µM]	19%
44	6%	-25%	-8%
45	-2%	-12%	?
46	5%	-1%	-24%
47	-9%	-18%	15%
48	3%	1%	-12%
49	6%	-1%[1.9 µM]	-9%
50	8%	-19%	-11%
51	59%[activator]	-33%[10 µM]	?
52	.	-29%	6%

Screening data (PubChem BioAssay)

Some of the compounds tested; rates above refer to the full screens.
